TcdB GH inh: TcdB glycohydrolase inhibition; P18177; TcdB glycohydrolase enzymatic assay, plate reader; inhibition, % at 9.99 µM; 0.24% of 350,000 active; AID 652162; in the data active means inhibition above about 10%
Yp Topo-I inh: inhibitors of Yersinia pestis topoisomerase I. Y. pestis Topo-I cleavage product accumulation, plate reader. activity, % at 10 µM. 0.064% of 360,000 active. AID 504884; in the data active means activity above about 50%, passing the limit was not always enough; inconclusive means no clear call, values can overlap the other calls; further: inactives centre near 2
BioA inh: blocks M. tuberculosis BioA enzyme activity; purified M. tuberculosis BioA enzyme, plate reader; 0.096% of 360,000 active; AID 602481; inhibition, % at 9.99 µM; in the data active means inhibition above about 40%; inconclusive means no clear call, values can overlap the other calls
PfHsp40 rescue: rescue of PfHsp40-mediated yeast toxicity; AID 504582; growth rescue, % at 12.5 µM; 0.68% of 340,000 active; S. cerevisiae expressing PfHsp40, growth rescue, ATP luminescence; in the data active means growth rescue above about 28%, passing the limit was not always enough; inconclusive means no clear call, values can overlap the other calls;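 further: yeast W303a lacking pdr1 and pdr3 grown in galactose medium; growth measured after three days at 30 °C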
FadD28 FP inh: M. tuberculosis FadD28 bisubstrate binding inhibition; AID 588549; inhibition, % at 12.5 µM; FadD28 bisubstrate probe binding, fluorescence polarization; 0.22% of 360,000 active; in the data active means inhibition above about 8.5%, passing the limit was not always enough; inconclusive means no clear call, values can overlap the other calls
GDH-TPI counter: counter-screen for M. tuberculosis FBA inhibitors: GDH-TPI coupled enzymes; GDH-TPI coupled enzyme counterscreen, NADH absorbance; inhibition, % at 4.8 µM; 1.2% of 360,000 active; AID 588335; in the data active means inhibition above about 30%;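 further: 0% = DMSO wells and 100% = wells lacking the enzyme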
UGM FP inh: inhibitors of M. tuberculosis UDP-galactopyranose mutase; P9WIQ1; purified UGM, fluorescence polarization probe displacement; inhibition, % at 10 µM; 0.06% of 320,000 active; AID 504406; in the data active means inhibition above about 10%, passing the limit was not always enough; inconclusive means no clear call, values can overlap the other calls
BH1578 lux ind: quorum light induction in luxS cqsA deficient V. cholerae; V. cholerae BH1578 lux reporter, luminescence, 6 h; activation, % at 18.7 µM; 0.16% of 350,000 active; AID 588436; in the data active means activation mostly above about 9.7%, no sharp cut-off; inconclusive means no clear call, values can overlap the other calls; inactive means mostly below about 3.7%; further: not every result past the cut was called active; inactives centre near 0; reference of the scale not given here
Mtb FBA inh: inhibitors of M. tuberculosis fructose-bisphosphate aldolase; P9WQA3; purified M. tuberculosis FBA, fluorescence read-out; inhibition, % at 1 µM; 2.3% of 360,000 active; in the data active means inhibition above about 27%;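 further: 0% = vehicle and 100% = reference inhibitor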
* hit, by the source's call; i = inactive; ? = inconclusive; nt = not tested or not shown.

Under each structure: TcdB GH inh	Yp Topo-I inh	BioA inh	PfHsp40 rescue	FadD28 FP inh	GDH-TPI counter	UGM FP inh	BH1578 lux ind	Mtb FBA inh
[1] COc1ccc(/C=C2\SC(=S)N(CCCC(=O)Nc3cccc(C(=O)O)c3)C2=O)cc1OC
→ 1.6	18	0.2	0.2	-1.4	10	3.0	i	-5
[2] N#CC(=C1CCCC1)c1nc(-c2ccccc2O)cs1
→ nt	3	2.3	-0.2	-0.2	10	0.6	-5.0	-4
[3] COc1ccc2c(=O)c3ccccc3oc2c1
→ nt	5	-1.6	2.4	-3.3	12	-0.4	-0.3	6
[4] CC(=O)N1CCc2cc(C(=O)CN3CCC(C)CC3)ccc21
→ 0.6	15	1.0	0.3	-3.7	14	4.9	-0.1	-3
[5] O=C1CC(c2ccc(Cl)cc2)n2nc(N3C(=O)CCC3=O)nc2N1 (stereo not drawn)
→ 1.3	8	-1.6	-0.8	-0.8	3	3.0	i	-1
[6] Cc1ccc(-c2cc(-c3ccccc3)nc(N)c2C#N)o1
→ 1.4	6	-3.0	-1.0	-4.3	-2	-1.0	i	133*
[7] CC(C1CC1)N(C(=O)c1ccccc1O)c1ccccc1 (stereo not drawn)
→ nt	13	-0.7	-1.2	-3.8	0	0.1	i	1
[8] COc1ccc(-n2c(SCC(=O)Nc3sc4c(c3C#N)CCCC4)nnc2-c2ccccc2OC)cc1
→ nt	42	-1.1	0.3	-2.1	1	0.2	-0.8	0
[9] CC[n+]1c(/C=C(\C)OC)sc2ccccc21
→ 1.5	-1	nt	6.8	-1.8	24	nt	i	1
[10] CCn1c(=NC(=O)c2cccc(N3C(=O)CCC3=O)c2)sc2c(C)ccc(OC)c21
→ 1.6	6	-2.3	5.8	-2.9	38*	0.4	0.7	6
[11] O=C(OCc1nnc(-c2ccccc2)o1)c1ccc2c(c1)OCCO2
→ nt	-5	1.7	0.3	-1.5	-1	-1.1	i	0
[12] Cc1ccc(CNC(=O)C2CCC(=O)N2Cc2ccccc2Cl)cc1 (stereo not drawn)
→ 1.1	-1	-2.1	-1.8	1.1	7	0.3	-1.0	1
[13] O=c1oc2ccccc2c2c1ccc1ccccc12
→ 0.9	26	2.1	17	-4.9	14	nt	1.5	29*
[14] C=CCc1ccc(OCCCCNC(C)CC)c(OC)c1 (stereo not drawn)
→ nt	0	-1.6	-0.5	-2.9	4	0.8	-0.1	3
[15] CCOc1ccc(N(CC(=O)NCCSCc2ccccc2)S(=O)(=O)c2ccccc2)cc1
→ 0.9	27	-0.7	2.7	-2.1	-3	0.2	0.6	1

Next section (5 carried over from the part before).
Under each structure: TcdB GH inh	Yp Topo-I inh	BioA inh	PfHsp40 rescue	FadD28 FP inh	GDH-TPI counter	UGM FP inh	BH1578 lux ind	Mtb FBA inh
[11] O=C(OCc1nnc(-c2ccccc2)o1)c1ccc2c(c1)OCCO2
→ nt	-5	1.7	0.3	-1.5	-1	-1.1	i	0
[12] Cc1ccc(CNC(=O)C2CCC(=O)N2Cc2ccccc2Cl)cc1 (stereo not drawn)
→ 1.1	-1	-2.1	-1.8	1.1	7	0.3	-1.0	1
[13] O=c1oc2ccccc2c2c1ccc1ccccc12
→ 0.9	26	2.1	17	-4.9	14	nt	1.5	29*
[14] C=CCc1ccc(OCCCCNC(C)CC)c(OC)c1 (stereo not drawn)
→ nt	0	-1.6	-0.5	-2.9	4	0.8	-0.1	3
[15] CCOc1ccc(N(CC(=O)NCCSCc2ccccc2)S(=O)(=O)c2ccccc2)cc1
→ 0.9	27	-0.7	2.7	-2.1	-3	0.2	0.6	1
[16] Cc1onc(C(=O)NN)c1C(=O)Nc1ncc(C(F)(F)F)cc1Cl
→ -0.1	-1	-1.8	0.8	-0.5	3	2.4	-0.3	7
[17] C=CCOc1c(CNc2ncn[nH]2)cccc1OCC
→ nt	-4	-0.8	1.1	-1.9	11	5.2	i	-2
[18] CC1CC(C)CC(C)C(O)C(C#N)=CC=CCC(C2CCCC2C(=O)O)OC(=O)CC(O)C(C)C1 (stereo not drawn)
→ 0.9	4	nt	401*	-6.8	-2	nt	5.6	-2
[19] COc1ccc(OC)c(S(=O)(=O)N/N=C\c2ccc3c(c2)OCO3)c1
→ -0.1	14	-0.5	-0.5	-0.7	-2	1.8	-0.2	1
[20] Oc1ccc2ccccc2c1-c1sc(Nc2ccccc2)n[n+]1-c1ccc(F)cc1
→ 1.9	99*	-0.2	-0.6	1.2	11	6.3	-0.4	-1
[21] CCN1CCN(C(=O)CN2C(=O)c3ccccc3S2(=O)=O)CC1
→ 1.5	-2	-0.9	-0.5	-1.4	4	-0.4	i	-1
[22] CCCCNC(=S)Nc1cccc2cnccc12
→ 0.5	-2	nt	1.0	-0.9	4	1.2	-0.1	-1
[23] COc1cc(C(=O)NCCOc2cc(C)cc(C)c2)cc(OC)c1OC
→ 0.9	16	2.5	-0.5	-3.8	-9	-1.7	i	0
[24] CCOc1ccccc1NC(=O)CC(O)(C(F)(F)F)C(F)(F)F
→ nt	9	-0.9	-0.4	-0.6	4	1.0	-0.6	-1
[25] CC/C(C)=N/Nc1nc2c(c(=O)[nH]c(=O)n2C)n1CCc1ccccc1
→ 0.6	1	nt	-0.5	0.6	9	0.4	-0.1	18
[26] O=C(COc1cccc(Br)c1)N/N=C1\CCSC1
→ 0.6	2	nt	-1.4	-2.7	-2	3.9	i	1
[27] COc1cccc(NC(=O)CN(C)C(=O)c2ccc(NC(=O)CC3SC(N4CCCC4)=NC3=O)cc2)c1 (stereo not drawn)
→ 0.9	22	-1.5	0.1	0.0	-8	nt	i	-1
[28] CCOC(=O)N1CCC(NC(=O)c2ccc(Cl)cc2)CC1
→ -4.0	1	nt	-0.9	-1.5	2	2.3	-0.6	1
[29] Cc1cc(C)c(S(=O)(=O)Nc2ccc(OCC(=O)O)cc2)c(C)c1
→ -1.4	0	0.5	-1.1	0.4	1	-1.2	-0.1	2
[30] COc1nc(-c2ccc(Cl)cc2Cl)nc2ccccc12
→ 1.5	5	0.0	-0.8	0.1	9	-1.1	-0.3	5
[31] O=C(CO)N/N=C/c1ccc(Cl)cc1
→ nt	-8	-1.3	-0.9	-1.8	-14	0.6	i	-4
[32] CC(C)NC(=O)CC1C(=O)NCCN1CC(c1ccccc1)c1ccccc1 (stereo not drawn)
→ 0.5	10	-1.4	0.3	0.8	2	3.4	i	7
[33] CN(c1cccc(NC(=O)CN(c2ccc(C34CC5CC(CC(C5)C3)C4)cc2)S(C)(=O)=O)c1)S(C)(=O)=O
→ nt	1	-0.7	-0.2	-0.1	14	2.5	1.5	0
[34] Cc1c(C(=O)OCC(=O)Nc2ccccc2OC(F)F)cccc1[N+](=O)[O-]
→ -1.8	-7	nt	0.2	-0.7	1	1.4	-0.2	-3
[35] CC(=O)Oc1ccc(/C=C(\NC(=O)c2ccco2)C(=O)Nc2ccc(C(C)=O)cc2)cc1
→ 0.4	0	3.6	-0.1	-0.7	28	-0.4	-5.6	1
[36] CCN(CC)C(=O)C(C)N(C#N)c1nc(NC(C)C)nc(NC(C)C)n1 (stereo not drawn)
→ nt	0	4.2	-1.2	-4.1	-8	0.8	-0.8	-4
[37] CC(=O)/C(=N/Nc1ccccc1)Sc1nnc(C(O)c2ccccc2)n1-c1ccccc1 (stereo not drawn)
→ 0.7	12	-1.3	1.4	-3.0	5	0.5	i	-7
[38] O=C1CCCc2c1cc(-c1ccccc1)n2-c1ccc(O)cc1
→ 1.1	-6	nt	-1.6	-2.0	6	-1.0	-0.3	-4
[39] Cc1cccc(N2CC34C=CC(O3)C(C(=O)O)C4C2=O)c1 (stereo not drawn)
→ nt	-6	-0.4	2.4	-2.0	7	2.3	-3.6	-3
[40] C=CCNC(=S)NNC(=O)c1ccncc1
→ -4.5	-11	0.5	0.9	-2.0	12	0.5	-0.3	-1
[41] COc1ccc(Cc2nnc3c4cnn(C)c4ncn23)cc1
→ nt	-1	-0.7	0.0	0.6	2	1.4	i	2
[42] CC(=O)Nc1ccc(S(=O)(=O)Nc2nc3ccccc3nc2Nc2cccc(O)c2)cc1
→ -4.8	-13	nt	1.4	?	25	2.7	-0.1	75*
[43] CCOc1ccc(C(=O)c2ccc([N+](=O)[O-])cc2Cl)cc1
→ -1.5	-3	nt	2.6	-1.5	16	2.5	0.7	2
[44] Cc1ccc2c(c1)N(CC(=O)N1CCN(c3ccccc3)CC1)C(=O)C(C)O2 (stereo not drawn)
→ 1.1	11	0.0	0.2	-2.3	-1	0.2	i	0
[45] COc1ccc2[nH]c(CN3CCN(CCC(C)C)C(CCO)C3)c(C)c2c1 (stereo not drawn)
→ -8.0	0	nt	16	-3.0	-9	2.7	i	5
[46] Cc1ccc(OCC(=O)N2CCN(C(=O)c3cccnc3)CC2)cc1
→ nt	0	0.2	-0.5	-0.2	4	2.2	-2.0	1
[47] COc1ccccc1CNC(=O)Cn1cnc2ccccc2c1=O
→ nt	3	-2.1	0.2	-1.2	4	-0.6	i	1
[48] Oc1ccc(C(c2nnnn2CCc2ccccc2)N2CCN(c3nc4ccccc4s3)CC2)cc1 (stereo not drawn)
→ 0.6	15	-0.8	1.1	-1.1	8	-1.5	-0.3	0
[49] Cc1nnc(SCC(=O)O)o1
→ -0.7	-6	nt	2.4	-2.5	-7	-1.1	-0.8	-1
[50] O=C(NCCCN1CCCC1)c1cccc(N2CCCC2=O)c1
→ nt	13	-3.0	-0.3	-0.5	7	-1.7	0.5	4
[51] CCCn1nc(NS(=O)(=O)c2ccccc2)c2cc3ccccc3nc21
→ nt	-1	-0.1	2.3	-1.1	-2	0.7	nt	-2
[52] CCCCOc1ccc(OCCCN2CCOCC2)cc1
→ 1.3	6	0.7	-1.2	-1.6	3	-1.7	-3.8	-5
[53] C[C@H](O)[C@@H]1CN2CCc3c([nH]c4ccccc34)[C@@H]2C[C@@H]1N(C)C(=O)Nc1ccc(F)cc1
→ 0.5	-12	nt	nt	-2.6	18	nt	0.2	3
[54] COC(=O)C1=C(c2ccc(F)cc2OCc2ccccc2)C[C@@H]2CC[C@H]1N2C(=O)NCc1cc(C)oc1C(F)(F)F
→ nt	-7	-1.4	2.4	-2.1	8	4.8	-4.0	0
[55] CC1CC(C)CN(C(=O)Cn2nnc(-c3ccccc3)n2)C1 (stereo not drawn)
→ -0.7	-13	-3.1	0.0	-1.0	4	-0.9	-1.8	3
[56] Cn1c(SCC(=O)N2CCN(S(=O)(=O)c3ccccc3)CC2)nc2ccccc21
→ 1.9	6	nt	0.1	-0.6	6	-0.2	i	0
[57] CC(=O)Oc1ccc(-c2nc3cc(Cl)ccc3c(=O)o2)cc1
→ 1.8	2	-0.3	-1.4	-7.5	-7	2.4	i	3
[58] C=CCN1C=C2C(=O)C(C)(OC(=O)CCC(=O)OC)C(=O)C=C2C=C1C1CC1 (stereo not drawn)
→ -0.3	2	-0.7	-0.3	-2.8	10	-0.4	0.4	-7

Screens (PubChem BioAssay)

Random draw from the library; overall some 4.6% were active at least once.
